High-throughput results from PubChem.
SENP8 block-1: SENP8 (human) protease inhibition; Q96LD8; recombinant SENP8, Nedd8 substrate fluorescence; inhibition, % at 20 µM; 360,000 compounds, 0.64% hits; AID 602440; in the data active = inhibition mostly above about 40%, no sharp cut-off; inactive = mostly below about 27%
Target sequence (Q96LD8 whole entry, looked up): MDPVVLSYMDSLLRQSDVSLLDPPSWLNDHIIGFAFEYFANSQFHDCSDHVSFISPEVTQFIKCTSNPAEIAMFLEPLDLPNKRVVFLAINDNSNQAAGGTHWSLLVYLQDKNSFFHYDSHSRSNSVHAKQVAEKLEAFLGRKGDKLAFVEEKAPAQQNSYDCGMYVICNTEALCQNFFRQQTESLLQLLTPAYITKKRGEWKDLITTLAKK
PfGluPho inh: PfG6PD (Plasmodium falciparum) enzyme inhibition; PfGluPho enzyme, NADPH resazurin-diaphorase fluorescence; inhibition, % at 20 µM; 350,000 compounds, 0.78% hits;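 active = inhibition reaching at least a set limit at 20 µM in the primary screen, cut at about 59% in these data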;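 also: 0% = DMSO wells with substrate and 100% = DMSO wells lacking glucose-6-phosphate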
SENP1 inh: inhibitors of human SENP1 SUMO protease catalytic domain; 360,000 compounds, 0.21% hits; recombinant SENP1 catalytic domain, CyPet-SUMO1-YPet FRET cleavage; inhibition, % at 10 µM; AID 624204;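 active = inhibition at least 30% at 10 µM, raw YFP signal under a set limit, fluorescence ratio 0.5 to 1.5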;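 also: 0% = enzyme with DMSO and 100% = no enzyme wells; some results filed as inactive read as strong as hits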
Target sequence (Q9P0U3 419-644 limits assumed): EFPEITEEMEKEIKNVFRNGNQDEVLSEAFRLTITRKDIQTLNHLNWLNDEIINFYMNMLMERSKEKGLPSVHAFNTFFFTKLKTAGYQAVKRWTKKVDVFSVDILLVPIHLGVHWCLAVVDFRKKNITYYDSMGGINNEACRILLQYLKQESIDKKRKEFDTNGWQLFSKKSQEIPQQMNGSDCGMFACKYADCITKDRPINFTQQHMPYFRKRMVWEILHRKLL
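Assay system: hSENP1 catalytic domain, recombinant. Amount: SENP1 enzyme, 20 pM final. Schedule: 50 min reaction, RT, dark. Technique: FRET, CFP and YFP emission. Control set: no-enzyme wells low, DMSO-plus-enzyme wells high control.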
SENP8 block-2: SENP8 protease inhibition; AID 2540; 330,000 compounds, 1.2% hits; purified SENP8, Z-RLRGG-aminoluciferin cleavage, luminescence; inhibition, % at 10 µM; in the data active = inhibition above about 50%
HKDC1 inh: blocks human hexokinase HKDC1 activity. Q2TB90. recombinant HKDC1, G6PDH/diaphorase resazurin coupled fluorescence. inhibition, % at 20 µM. 340,000 compounds, 0.16% hits. AID 493160;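 active = inhibition above about 35% when tested at 20 µM, limit read from the data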;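 also: plate controls were DMSO wells with enzyme for no effect and DMSO wells lacking enzyme for full effect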
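Assay system: in-house recombinant HK5 (HKDC1) enzyme. Input: HKDC1 at 5 µg/mL. Medium: Tris pH 8.0 buffer with MgCl2, Tween-20, BSA, BME. Dosing: single 20 µM dose. Schedule: 90 min reaction incubation at room temperature, dark. Signal: resazurin-to-resorufin fluorescence via G6PDH and diaphorase coupling, 525/613 nm. Controls: DMSO-enzyme wells negative, buffer-substituted wells positive.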
SENP6 block: SENP6 protease inhibition; Recombinant SENP6 catalytic domain, aminoluciferin luminescence; inhibition, % at 10 µM; 330,000 compounds, 1.8% hits;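 active = inhibition above about 50% at the single tested dose, limit read from the data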;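 also: plate controls were DMSO wells with enzyme for no effect and DMSO wells lacking enzyme for full effect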
Target sequence (Q9GZR1 628-1112 limits assumed): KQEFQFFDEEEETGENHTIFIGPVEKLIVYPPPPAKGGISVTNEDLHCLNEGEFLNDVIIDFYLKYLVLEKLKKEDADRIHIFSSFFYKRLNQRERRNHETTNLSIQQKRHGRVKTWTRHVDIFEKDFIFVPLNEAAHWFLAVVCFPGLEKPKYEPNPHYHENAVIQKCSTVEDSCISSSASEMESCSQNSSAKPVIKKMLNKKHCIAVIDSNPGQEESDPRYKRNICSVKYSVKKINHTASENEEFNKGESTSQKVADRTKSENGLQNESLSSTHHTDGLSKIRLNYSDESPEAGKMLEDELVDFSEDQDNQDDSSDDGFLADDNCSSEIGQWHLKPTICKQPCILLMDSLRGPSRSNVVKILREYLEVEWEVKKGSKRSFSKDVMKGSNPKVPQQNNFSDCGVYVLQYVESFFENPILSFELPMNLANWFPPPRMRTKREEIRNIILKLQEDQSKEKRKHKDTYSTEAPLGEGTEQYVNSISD
Apaf-1 inh: blocks human Apaf-1 apoptosome activity. AID 489030. O14727. inhibition, % at 20 µM. 330,000 compounds, 0.71% hits. reconstituted apoptosome caspase-3 activity, DEVD-Rh110 fluorescence; active = inhibition of at least 40% at 20 µM;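 also: plate controls were DMSO wells for no effect and DEVD-CHO caspase inhibitor wells for full effect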
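detection = Rh110 fluorescence intensity | test system = biochemical Apaf-1 apoptosome reconstitution | also added = cytochrome c and DEVD-Rh110 substrate | schedule = 30 min plus 50 min, RT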
SENP7 block: inhibitors of human SENP7 protease. recombinant SENP7, Z-RLRGG-aminoluciferin luminescence, 40 min. inhibition, % at 5 µM. 330,000 compounds, 1.5% hits. AID 434973;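 active = inhibition above about 50% at the single test dose, limit read from the data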;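 also: plate controls were DMSO with enzyme for no effect and no enzyme buffer wells for full effect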
Numbers without * were called inactive; i = inactive; · = no result given.

[1] O=C(/C=C/c1ccccc1)NNC(=O)c1cccs1
[2] CCN(CC)C(=O)C1CCCN(Cc2nc(-c3cnccn3)no2)C1 (stereo not drawn)
[3] N/C(=N\OC(=O)c1ccc(Cl)cc1Cl)c1ccc(Cl)cc1
[4] CCCCc1c(C)nn(-c2nnc3c4ccccc4n(CC)c3n2)c1C
[5] COCCCN1C(=O)C(=O)/C(=C(/O)c2ccc(C)cc2)C1c1ccccc1 (stereo not drawn)
[6] CC(C)(C)c1ccc(-c2n[nH]c(=S)n2CCCN2CCOCC2)cc1
[7] CSCc1ccc(C(=O)NCCSc2ccc(Br)cc2)cc1
[8] Cc1cccc(NC(=O)COC(=O)c2ccc(S(=O)(=O)N3CCCCCC3)cc2)c1
[9] O=C(Nc1ccc2[nH]ncc2c1)C1CCC1
[10] CC(=O)c1ccc(OCC(O)CN(C)CCOc2ccc(Br)cc2)cc1 (stereo not drawn)

assay / compound | 1 | 2 | 3 | 4 | 5 | 6 | 7 | 8 | 9 | 10
SENP8 block-1 | 6 | 4 | 18 | 20 | 5 | -14 | -10 | 11 | 5 | 22
PfGluPho inh | 14 | -1 | -2 | 10 | -2 | 24 | 16 | -4 | 4 | 4
SENP1 inh | 1 | 3 | 2 | 0 | 1 | 2 | 1 | 0 | -4 | 1
SENP8 block-2 | -2 | 3 | 37 | -9 | -1 | -8 | -6 | -2 | 1 | -8
HKDC1 inh | -5 | 0 | -5 | 1 | -5 | -8 | -3 | -8 | 3 | -6
SENP6 block | -12 | -30 | 62* | -10 | -8 | -7 | -10 | -8 | 14 | -12
Apaf-1 inh | -11 | -24 | 2 | 47* | 7 | -8 | 9 | 1 | -3 | 10
SENP7 block | 12 | 7 | 54* | -8 | -1 | -4 | -9 | -4 | 5 | 0

[11] CCC1CCCCN1CCCNC(=O)c1ccc(CS(=O)(=O)c2ccc(Br)cc2)o1 (stereo not drawn)
[12] CN(C)c1ccnc(-n2cccc2/C=N/OCc2ccc(F)cc2Cl)c1C#N
[13] C/C(=N\Nc1ccc(F)cc1F)c1ccc(N2CCOCC2)cc1
[14] COc1ccc(NC(=O)CSCc2ccccc2C)cc1
[15] CCCC(=O)N1CC(=O)Nc2ccc(F)cc2C1c1ccccc1 (stereo not drawn)
[16] Cc1ccc(SCCN2CCN(CCc3ccccc3)CCC2=O)cc1
[17] Oc1ccc(CNCC2COc3ccccc3O2)cc1 (stereo not drawn)
[18] CCNc1nc(NC(C)(C)C)nc(N(C#N)CC)n1
[19] CCCn1c(Cc2ccccc2)nnc1SCC(=O)N1CCOCC1
[20] Nc1ccc(S(=O)(=O)NCC2CCCCO2)cc1 (stereo not drawn)

assay / compound | 11 | 12 | 13 | 14 | 15 | 16 | 17 | 18 | 19 | 20
SENP8 block-1 | 16 | -1 | -41 | 20 | 3 | 8 | 8 | 12 | 0 | 2
PfGluPho inh | -14 | 9 | 18 | 2 | -2 | 0 | -9 | 3 | -5 | -3
SENP1 inh | -1 | 0 | 3 | 3 | -1 | -5 | 4 | -2 | -1 | 1
SENP8 block-2 | 8 | -8 | -4 | -5 | 4 | -1 | -14 | 1 | 2 | ·
HKDC1 inh | -6 | -4 | -2 | 3 | -6 | -6 | -3 | 1 | 1 | -3
SENP6 block | -17 | -12 | -12 | 2 | 2 | -17 | -18 | -4 | -6 | ·
Apaf-1 inh | -4 | 21 | 1 | 3 | -3 | 14 | 6 | 0 | -1 | ·
SENP7 block | -2 | -5 | 4 | 11 | 0 | -3 | -5 | -7 | 6 | ·

[21] CC(=O)c1cccc(S(=O)(=O)N2CCC(C(=O)O)(c3ccccc3)CC2)c1
[22] CC(C)NC(=S)Nc1ccc(S(=O)(=O)Nc2ncccn2)cc1
[23] COc1ccc(C)c2sc(=NC(=O)C(C)C)n(C)c12
[24] Cc1cccc(OCc2n[nH]c(=S)n2Cc2ccccc2)c1
[25] COCCn1c(SCC(=O)NNC(=O)c2ccccc2)nc2ccccc21
[26] CCOC(=O)C1=C(N)N2C(=O)C(C)SC2=C(C(=O)OCC)C1c1ccc(O)cc1 (stereo not drawn)
[27] CC(=O)Nc1ccc(S(=O)(=O)N2CCN(C(=O)N3CCOCC3)CC2)cc1
[28] CC(=O)c1cccc(NS(=O)(=O)N(C)C)c1
[29] Nn1c(Cc2ccccc2F)n[nH]c1=S
[30] O=[N+]([O-])c1ccc(NCCCNS(=O)(=O)c2ccccc2)cc1

assay / compound | 21 | 22 | 23 | 24 | 25 | 26 | 27 | 28 | 29 | 30
SENP8 block-1 | 17 | 13 | -46 | 7 | 9 | 13 | 12 | 17 | 15 | 30
PfGluPho inh | -24 | -24 | -1 | 7 | 2 | -30 | 10 | 0 | 32 | 3
SENP1 inh | -1 | 3 | -2 | 2 | 0 | 2 | 2 | 3 | 0 | -2
SENP8 block-2 | 2 | -1 | -6 | -12 | -4 | -2 | 3 | 1 | -7 | 5
HKDC1 inh | 2 | -13 | -4 | 1 | 5 | 2 | -8 | -6 | -6 | -11
SENP6 block | 7 | -11 | -6 | 2 | 2 | 8 | 11 | -22 | -15 | 1
Apaf-1 inh | 6 | -8 | 11 | 4 | 1 | -10 | -17 | -4 | 9 | 4
SENP7 block | 3 | -1 | 5 | -8 | -2 | 12 | 5 | -6 | -7 | 4

Already shown: twelve of the compounds above.
[16] Cc1ccc(SCCN2CCN(CCc3ccccc3)CCC2=O)cc1
[17] Oc1ccc(CNCC2COc3ccccc3O2)cc1 (stereo not drawn)
[18] CCNc1nc(NC(C)(C)C)nc(N(C#N)CC)n1
[19] CCCn1c(Cc2ccccc2)nnc1SCC(=O)N1CCOCC1
[20] Nc1ccc(S(=O)(=O)NCC2CCCCO2)cc1 (stereo not drawn)
[21] CC(=O)c1cccc(S(=O)(=O)N2CCC(C(=O)O)(c3ccccc3)CC2)c1
[22] CC(C)NC(=S)Nc1ccc(S(=O)(=O)Nc2ncccn2)cc1
[23] COc1ccc(C)c2sc(=NC(=O)C(C)C)n(C)c12
[24] Cc1cccc(OCc2n[nH]c(=S)n2Cc2ccccc2)c1
[25] COCCn1c(SCC(=O)NNC(=O)c2ccccc2)nc2ccccc21
[26] CCOC(=O)C1=C(N)N2C(=O)C(C)SC2=C(C(=O)OCC)C1c1ccc(O)cc1 (stereo not drawn)
[27] CC(=O)Nc1ccc(S(=O)(=O)N2CCN(C(=O)N3CCOCC3)CC2)cc1

assay / compound | 16 | 17 | 18 | 19 | 20 | 21 | 22 | 23 | 24 | 25 | 26 | 27
SENP8 block-1 | 8 | 8 | 12 | 0 | 2 | 17 | 13 | -46 | 7 | 9 | 13 | 12
PfGluPho inh | 0 | -9 | 3 | -5 | -3 | -24 | -24 | -1 | 7 | 2 | -30 | 10
SENP1 inh | -5 | 4 | -2 | -1 | 1 | -1 | 3 | -2 | 2 | 0 | 2 | 2
SENP8 block-2 | -1 | -14 | 1 | 2 | · | 2 | -1 | -6 | -12 | -4 | -2 | 3
HKDC1 inh | -6 | -3 | 1 | 1 | -3 | 2 | -13 | -4 | 1 | 5 | 2 | -8
SENP6 block | -17 | -18 | -4 | -6 | · | 7 | -11 | -6 | 2 | 2 | 8 | 11
Apaf-1 inh | 14 | 6 | 0 | -1 | · | 6 | -8 | 11 | 4 | 1 | -10 | -17
SENP7 block | -3 | -5 | -7 | 6 | · | 3 | -1 | 5 | -8 | -2 | 12 | 5

(cont.)
[31] Cc1ccc(-n2c(C)cc(/C=N/NC(=O)Cn3c4ccccc4c(=O)c4ccccc43)c2C)cc1
[32] Cc1cccc(N(Cc2ccccc2)C(=O)c2ccccc2F)c1
[33] CCS(=O)(=O)c1ccc(-c2csc(-c3ccccc3Cl)n2)c(Cl)c1Cl
[34] O=C(c1ccco1)N1CCN(C(c2ccccc2Cl)c2nnnn2Cc2cccs2)CC1 (stereo not drawn)
[35] CCN(CC(=O)NCc1cccs1)C(=O)c1cc(S(=O)(=O)N2CCCCC2)ccc1Cl
[36] CCn1cc(NC(=O)Nc2ccccc2C(=O)OC)c(C(N)=O)n1
[37] CCN(CC)S(=O)(=O)c1ccc(N2CCCCC2)c(NC(=O)C2CCN(C(=O)c3ccc(F)cc3)CC2)c1
[38] FC(F)(F)c1ccccc1NC1=NCCC1
[39] C=CCn1c(C)csc1=Nc1ccc(C(C)=O)cc1
[40] COc1ccc(/C=C/C(=O)N2CCN(C)CC2)cc1S(=O)(=O)N1CCCCC1

assay / compound | 31 | 32 | 33 | 34 | 35 | 36 | 37 | 38 | 39 | 40
SENP8 block-1 | -419 | 10 | 2 | 6 | 4 | 13 | -14 | 18 | -80 | 2
PfGluPho inh | 14 | -28 | 27 | 6 | 13 | -13 | -2 | -5 | 2 | -9
SENP1 inh | -42 | 1 | 1 | -5 | 1 | 2 | -3 | 2 | -28 | -1
SENP8 block-2 | -8 | -3 | -11 | -8 | -8 | 4 | -2 | 5 | -12 | -7
HKDC1 inh | -5 | -1 | -3 | 3 | -5 | 3 | 0 | -2 | -11 | -4
SENP6 block | 2 | -26 | -10 | -16 | -4 | -4 | -7 | -2 | 0 | -10
Apaf-1 inh | 1 | 17 | 14 | 7 | 6 | -19 | 22 | -10 | 4 | 9
SENP7 block | -4 | 0 | 2 | -5 | 13 | 4 | -9 | -1 | -4 | -3

[41] COc1ccc2oc(=O)c(C(=O)NC3CCCCCC3)cc2c1
[42] O=C(NCC(c1ccco1)N1CCN(c2ccc(F)cc2)CC1)C(=O)NC1CCCC1 (stereo not drawn)
[43] O=C(NC(=O)c1ccc(Cl)cc1)Nc1ccc(-c2cnco2)cc1
[44] CC(C)NC(=O)c1ccccc1-c1ccccc1
[45] O=C(Cc1ccccc1)NCCC1=CCCCC1
[46] O=C(Cn1ccc2ccccc2c1=O)NCCC(=O)N1CCCCC1
[47] CCS(=O)(=O)c1ccc2oc(SCC(=O)NC(C)C3CC4CCC3C4)nc2c1 (stereo not drawn)
[48] CC(C)c1ccc(/C=N/NC(=O)c2ccc(-n3cnnn3)cc2)cc1
[49] CCOc1ccccc1NC(=O)CSc1nnc(NC(=O)c2ccco2)s1
[50] CC(C)c1ccc(NC(=O)C(c2ccccc2)N2CC(=O)Nc3ccccc32)cc1 (stereo not drawn)
[51] COc1ccc(CNC(=O)CN2CCN(c3cccc(C)c3C)CC2)cc1
[52] COc1ccc(CN2C(=O)CC(Cc3cc(C)cc(C)c3)C2=O)cc1OC (stereo not drawn)

assay / compound | 41 | 42 | 43 | 44 | 45 | 46 | 47 | 48 | 49 | 50 | 51 | 52
SENP8 block-1 | i | 18 | · | 10 | 13 | -8 | 30 | -56 | -42 | 8 | -39 | 24
PfGluPho inh | -10 | 18 | · | 10 | -16 | -9 | 3 | -2 | -29 | -8 | 14 | 11
SENP1 inh | -37 | 0 | · | 0 | 1 | 1 | 3 | 1 | 2 | -6 | 3 | 1
SENP8 block-2 | -18 | -7 | -6 | -9 | 6 | -7 | 4 | -6 | -11 | 21 | -8 | -13
HKDC1 inh | 10 | -5 | · | 2 | -3 | -1 | -4 | -6 | 2 | -2 | -1 | -5
SENP6 block | -13 | 8 | -14 | -13 | 3 | 10 | -10 | -2 | -3 | 32 | -25 | -1
Apaf-1 inh | 18 | 1 | -2 | -2 | -3 | -1 | 3 | 6 | 1 | 27 | 20 | 13
SENP7 block | 3 | 2 | -4 | -12 | -8 | 6 | 2 | -5 | -2 | 1 | -8 | -2
